# Screening data from PubChem.
# GSK3B inh: human GSK3beta kinase inhibitors, primary screen, biochemical, cell-free homogeneous, HTS. actives 0.038% (n = 300,000). AID 2097, 2009. GST-GSK3beta kinase, ADP-Glo luminescence, 60 min; stronger effect = lower value. activity score (negative = inhibition), % at 10 µM;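 active = more than half of replicate wells score below -50%, meaning over 50% inhibition versus plate controls; inconclusive = some replicates but at most half score below -50%; inactive = no replicate scores below -50%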;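 note: 0% = median DMSO wells and -100% = median GW8510 positive control wells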
# Target sequence (P49841 whole entry, looked up): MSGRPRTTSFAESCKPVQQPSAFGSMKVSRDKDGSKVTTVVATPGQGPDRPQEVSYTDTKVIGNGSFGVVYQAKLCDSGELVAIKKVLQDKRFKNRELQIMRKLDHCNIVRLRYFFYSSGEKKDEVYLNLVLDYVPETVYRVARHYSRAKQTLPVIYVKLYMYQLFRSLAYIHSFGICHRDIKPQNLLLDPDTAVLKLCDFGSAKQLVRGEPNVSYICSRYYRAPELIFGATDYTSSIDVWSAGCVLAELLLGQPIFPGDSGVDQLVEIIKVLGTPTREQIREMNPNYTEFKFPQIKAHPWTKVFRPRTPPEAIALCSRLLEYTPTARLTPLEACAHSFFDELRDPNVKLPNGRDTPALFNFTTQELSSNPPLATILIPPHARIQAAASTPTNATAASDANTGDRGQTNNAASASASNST
#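 Test system: GST-fused GSK3beta enzyme, cell-free | Quantity: 1.6 ng GST-GSK3beta enzyme per well | Reagent: 25 µM ATP with peptide substrate | Schedule: 60 min enzyme reaction, room temperature | Signal: Luminescent ADP-Glo measurement of ADP formed | Read-out basis: Score relative to plate controls | Control set: DMSO and 20 µM GW8510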
# KLF5 inhibitor: KLF5 expression inhibitors, primary screen, DLD-1 cells, luminescence | DLD-1 KLF5 promoter-luciferase reporter | inhibition, % at 5 µM | actives 0.23% (n = 290,000) | AID 1700, 2009;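 active = inhibition above a per-plate limit of that plate's mean compound inhibition plus 3 SD, cut at about 60% in these data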;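 note: 0% = DMSO wells and 100% = LY294002 at 200 µM; higher means less KLF5 promoter-driven luciferase light; inactives centre near -14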
# aSyn 5UTR inh: MLPCN primary screen, SNCA 5' untranslated region. inhibition, % (tested at 7.5 µM). actives 0.82% (n = 300,000). alpha-synuclein 5'UTR reporter, inhibitor activity; in the data active = inhibition above about 60%; inconclusive = no clear call, values can overlap the other calls;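 note: H4 neuroglioblastoma cells stably carrying SNCA 5'UTR luciferase fusion; 0% = DMSO wells and 100% = positive control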
# HSF1 inh: HSF1 inhibitors in luciferase reporter cells, primary screen, cell-based, NIH3T3, luminescence; NIH3T3-HGL HSE-luciferase, MG132-induced, luminescence 8 h; stronger effect = lower value; activity change, negative = inhibition, % at 7.5 µM (by protocol); actives 0.77% (n = 300,000); AID 2098, 2009;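 active = more than half of replicate wells show activity change below -50%, luminescence cut by over half; inconclusive = some wells, but at most half, below -50%; inactive = no replicate well below -50%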;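 note: luciferase reports HSF-1 transcriptional activity via heat shock element; 0% = median of DMSO wells and -100% = zero luminescence signal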
# GSK3A inh: blockers of GSK3A enzyme activity – biochemical, luminescence, cell-free homogeneous, HTS, primary screen. AID 2650, 2010. GSK-3 alpha kinase, ADP-Glo luminescence, 60 min. inhibition, % at 10 µM. actives 0.1% (n = 320,000). Glycogen synthase kinase-3 alpha (Homo sapiens), P49840;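 in the data active = inhibition above about 50%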;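 note: GST-tagged GSK-3 alpha with peptide substrate and 25 µM ATP; 0% = DMSO neutral wells and 100% = GW8510 positive control wells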
# Target sequence (P49840 whole entry, looked up): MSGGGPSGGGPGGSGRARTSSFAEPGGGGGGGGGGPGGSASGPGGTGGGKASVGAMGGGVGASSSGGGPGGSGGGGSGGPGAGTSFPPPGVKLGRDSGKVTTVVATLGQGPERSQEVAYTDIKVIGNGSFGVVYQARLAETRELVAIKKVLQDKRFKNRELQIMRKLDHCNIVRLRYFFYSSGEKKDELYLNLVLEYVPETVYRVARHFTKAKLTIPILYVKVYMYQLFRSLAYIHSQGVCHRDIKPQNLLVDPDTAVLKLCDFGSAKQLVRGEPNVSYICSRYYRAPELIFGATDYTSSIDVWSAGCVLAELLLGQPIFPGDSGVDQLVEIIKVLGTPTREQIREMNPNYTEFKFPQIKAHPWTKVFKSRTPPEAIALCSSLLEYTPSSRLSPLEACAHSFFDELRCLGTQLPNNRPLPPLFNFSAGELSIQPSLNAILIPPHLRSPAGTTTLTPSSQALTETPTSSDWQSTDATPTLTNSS
# HSF-1 act: HSF-1 activators, primary screen, NIH3T3-HGL cells, MG132 stress, luminescence, single point | activation, % at 9 µM | NIH3T3-HGL HSF-1 luciferase reporter, 8 h; 100% = twice DMSO control signal | AID 504408, 2011 | actives 1.7% (n = 300,000);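 active = mean replicate activation of at least 50% with a set share of replicates each reaching 50%; inconclusive = only one of those two conditions met; inactive = mean below 50% and too few replicates reaching it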;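 note: 0% = median of the neutral control wells and 100% = twice that signal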
# HSP90 refold inh: HSP90 inhibitors, primary screen, cell lysate, luminescence | actives 0.91% (n = 290,000) | inhibition, % at 5.6 µM | AID 1789, 2009 | Rabbit reticulocyte lysate, luciferase refolding luminescence, 3 h;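 active = inhibition above the screen-wide mean plus 3 SD, computed separately per campaign, cut at about 16% in these data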;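 note: 0% = DMSO wells and 100% = 60 µM geldanamycin wells; inhibitors lower the luminescence because luciferase stays unfolded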
# HIF act: HIF pathway transcriptional activators, primary screen, cell-based, U2OS HRE-luciferase, luminescence. AID 1910, 2009. activation, % at 7.5 µM (by protocol). U2OS HRE-luciferase reporter; normalized: DMSO 0%, desferrioxamine 100%. actives 0.32% (n = 300,000);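 active = mean activation of at least 10% of the iron chelator positive control signal, with at least half of replicates also reaching 10%; inconclusive = mean and replicate majority disagree about reaching 10%; inactive = mean and most replicates under 10%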
# IEC-6 cytotox: cytotoxicity in IEC-6 intestinal epithelial cells, primary screen, cytotoxicity control for KLF5 inhibitor project, cell-based, luminescence. actives 0.78% (n = 290,000). IEC-6 cytotoxicity, luminescence viability. inhibition, % at 5 µM; in the data active = inhibition above about 22%;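 note: 0% = plate median of test compound wells and 100% = cytotoxic reference compound wells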
# AI-2 QS mod: Vibrio harveyi AI-2 quorum sensing modulators, primary screen, JMH597 strain, luminescence/OD600 ratio; Vibrio harveyi JMH597 AI-2 luminescence/OD600 ratio, 9 h; stronger effect = lower value; strain lacks LuxN and CqsS sensors; 0 = neutral-control median; activity change, % at 7.5 µM; actives 0.4% (n = 300,000); AID 2094, 2009; in the data active = activity change below about -75%, passing the limit was not always enough; inconclusive = no clear call, values can overlap the other calls;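 note: luminescence divided by OD600 gain over 9 h not by final OD600 alone; inactives centre near 13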
# An asterisk follows results filed as active; ? = inconclusive; . = not tested or not shown.
SMILES,GSK3B inh,KLF5 inhibitor,aSyn 5UTR inh,HSF1 inh,GSK3A inh,HSF-1 act,HSP90 refold inh,HIF act,IEC-6 cytotox,AI-2 QS mod
CCN(CC(=O)NCc1ccc(F)cc1)CC(=O)Nc1ccccc1-c1ccccc1,0,-10,7,11,-2,4,-3,-0.7,-3,18
CN(C)/C=N/c1c(C#N)nnn1Cc1ccccc1,-1,-4,-4,5,0,27,1,-1.3,-3,17
COc1cc(C(=O)OCCCN2CCOCC2)ccc1O,-2,-47,-33,-1,0,-5,1,0.2,-9,17
O=C(C/C=N/OCc1ccccc1F)c1cnc(-c2ccc(Cl)cc2)s1,2,-30,-28,-6,0,4,0,0.3,0,19
Cc1c(Br)c([N+](=O)[O-])nn1CC(=O)Nc1ccc2nc3n(c(=O)c2c1)CCCC3,-5,-49,-15,1,-1,-9,-2,0.8,0,33
Nc1cc[n+](CC(=O)Nc2ccccc2)cc1,-3,-36,-10,26,0,56*,0,-0.1,-3,8
O/N=C/c1ccnc(SCc2ccc(Cl)cc2)n1,2,-46,.,.,-2,.,2,.,4,-10
Cc1cc(C)nc(NC(=O)Cc2ccc(Cl)cc2)c1,-21,-30,10,1,.,-15,-2,1.5,0,6
Cc1nn(C)c(=O)n1-c1ccccc1,0,0,7,-3,1,-1,0,-0.3,-1,18
CCn1c(CC(=O)Nc2ccccc2C)nnc1SCC(=O)NC1=NCCS1,-1,-17,14,-7,0,-3,3,-2.1,-2,18
COc1ccccc1-c1nnn(C/C(N)=N/O)n1,1,-11,-11,-1,0,-20,0,-0.8,-3,22
O=S(=O)(NCCc1csc(-c2cccnc2)n1)c1ccc(Cl)s1,-3,-22,-4,2,-2,0,-1,0.2,4,10
CC1CCCN(C(=O)c2cc(S(=O)(=O)N3CCCCC3)c[nH]2)C1 (stereo not drawn),0,-1,-3,-6,-2,-2,2,-0.2,0,17
O=C(CCS(=O)(=O)c1ccccc1)Nc1ccc(-c2nc3ccccc3s2)cc1,-5,-183,0,14,-1,58*,-1,-0.5,8,35
CC(=O)Nc1ccc(OCCOc2ccc(/C=C3/C(=N)N4C=CSC4=NC3=O)cc2)cc1,-2,-1,-44,9,.,25,2,0.2,4,20
CCOC(=O)C(C)Oc1cccc2c(=O)n(CC(=O)NCCc3ccccc3)ccc12 (stereo not drawn),-2,6,-17,-2,0,-5,6,-0.2,-1,14
CCc1c(C(=O)NNC(=O)Nc2ccc3c(c2)OCO3)csc1C,-1,-5,-49,10,0,3,4,2.4,-1,17
ClC1(Cl)CC1Cn1c(C2CC2)nc2ccccc21 (stereo not drawn),0,-32,28,10,-2,2,-2,-0.6,1,-5
Cc1occc1C(=O)NN1C(=O)C2C3CCC(O3)C2C1=O (stereo not drawn),3,-4,20,-10,-15,-19,6,0.1,6,5
O=[N+]([O-])c1ccc(CN2CCSCC2)cc1,-2,-19,9,-38,-5,-46,0,-0.1,-7,7

# HSF-1 act, what is marked active above.
Compound	GSK3B inh	KLF5 inhibitor	aSyn 5UTR inh	HSF1 inh	GSK3A inh	HSF-1 act	HSP90 refold inh	AI-2 QS mod
Nc1cc[n+](CC(=O)Nc2ccccc2)cc1	-3	-36	-10	26	0	56*	0	8
O=C(CCS(=O)(=O)c1ccccc1)Nc1ccc(-c2nc3ccccc3s2)cc1	-5	-183	0	14	-1	58*	-1	35

# Shown bar-delimited: part of the list above.
SMILES | GSK3B inh | KLF5 inhibitor | aSyn 5UTR inh | HSF1 inh | GSK3A inh | HSF-1 act | HSP90 refold inh | HIF act | IEC-6 cytotox | AI-2 QS mod
O/N=C/c1ccnc(SCc2ccc(Cl)cc2)n1 | 2 | -46 | . | . | -2 | . | 2 | . | 4 | -10
Nc1cc[n+](CC(=O)Nc2ccccc2)cc1 | -3 | -36 | -10 | 26 | 0 | 56* | 0 | -0.1 | -3 | 8
O=S(=O)(NCCc1csc(-c2cccnc2)n1)c1ccc(Cl)s1 | -3 | -22 | -4 | 2 | -2 | 0 | -1 | 0.2 | 4 | 10
CN(C)/C=N/c1c(C#N)nnn1Cc1ccccc1 | -1 | -4 | -4 | 5 | 0 | 27 | 1 | -1.3 | -3 | 17

# Later entries.
SMILES,GSK3B inh,KLF5 inhibitor,aSyn 5UTR inh,HSF1 inh,GSK3A inh,HSF-1 act,HSP90 refold inh,HIF act,IEC-6 cytotox,AI-2 QS mod
COc1cccc(-n2c(SCC(=O)NCC3CCCO3)nc3c(c2=O)SCC3)c1 (stereo not drawn),1,-27,9,-72*,1,-78,12,0.4,-1,8
Cc1ccccc1NC(=O)CSc1ccc2nnc(-c3ccccn3)n2n1,1,-48,13,28,-2,?,3,0.1,-1,14
O=C(CCc1ccccc1)NNc1ccc(F)cc1,1,13,-14,-2,0,9,1,-0.6,4,-46
COc1ccc2c(CC(=O)N3CCc4ccccc43)coc2c1,1,-140,-105,76,-1,104*,1,3.1,-3,0
COc1ccccc1N(CC(=O)Nc1cc(C)on1)S(=O)(=O)c1ccc(Cl)cc1,-1,-51,-12,1,0,-4,2,-0.5,0,4
CCC(C)c1ccc(-c2cc(C(=O)OCC(=O)Nc3cc(C)on3)c3ccccc3n2)cc1 (stereo not drawn),-1,-23,23,13,-3,31,3,0.8,6,19
CC(=O)c1cnc(-c2ccccn2)s1,1,-8,-14,-7,-2,1,0,0.8,0,17
O=C(O)Cn1c(=O)c2c3c(sc2n(Cc2ccc(F)cc2)c1=O)CCCC3,0,-20,-3,-4,-6,1,3,-0.1,-5,-2
Cc1ccc(C2NC(=S)NC3=C2C(=O)CCC3)cc1 (stereo not drawn),1,-4,13,2,-3,34,-6,-0.2,1,-14
CSCC(=O)Nc1nc(-c2ccc3c(c2)OCCO3)cs1,-3,-126,-117,8,2,40,-1,3.3,3,16
CCS(=O)(=O)Nc1ccc(C(=O)c2ccccc2)cc1,7,10,9,-9,-2,-9,6,0.7,1,30
O=C(Nc1ccc(OCC(F)(F)C(F)F)c(C(F)(F)F)c1)c1ccc(Cl)cc1,-3,-37,-19,-25,-1,-34,1,3.6,7,15
Cc1c(C(=O)C(=O)N2CC=C(c3ccccc3)CC2)c2ccccc2n1C,5,38,55,-9,0,-6,-2,0.2,47*,15
Cc1ccc(C)c(SCC(=O)NNC(=O)c2ccccc2)c1,-4,-9,7,0,3,-14,5,-0.6,1,13
CCN(CC)S(=O)(=O)c1ccc(Cl)c(C(=O)N2CCc3ccccc32)c1,.,9,.,.,-1,.,3,.,2,.
Cc1ccc(Cn2nnc3c(=O)[nH]c(C(=O)NCc4ccco4)nc32)cc1,2,2,12,9,.,49,-5,0.1,-1,18
Cc1ccn2c(=O)nc(SCC(=O)Nc3cccc4ccccc34)nc2c1,-5,.,4,-2,-1,-1,.,-1.1,.,27
COc1cc(C(=O)Nc2ccc3c(c2)OCCO3)ccc1OC(C)C,0,-91,-163,-5,.,16,-3,0.6,5,44
COCC(=O)NNC(=O)c1ccccc1OC,2,-24,-8,-2,-3,-2,-2,-0.1,0,33
N#CC(C#N)=C1C=CC=CN1/C(=C\c1ccccc1)C(=O)c1cccs1,-3,-16,-9,182,0,214*,2,1.3,3,17

# Copied from the list.
# Value for Cc1nn(C)c(=O)n1-c1ccccc1 under HSP90 refold inh: 0
# Value for COc1cccc(-n2c(SCC(=O)NCC3CCCO3)nc3c(c2=O)SCC3)c1 (stereo not drawn) under GSK3A inh: 1
# Value for CCN(CC(=O)NCc1ccc(F)cc1)CC(=O)Nc1ccccc1-c1ccccc1 under AI-2 QS mod: 18

# (further entries)
SMILES,GSK3B inh,KLF5 inhibitor,aSyn 5UTR inh,HSF1 inh,GSK3A inh,HSF-1 act,HSP90 refold inh,HIF act,IEC-6 cytotox,AI-2 QS mod
CNc1nc(SC)n(C)c(=O)c1N=O,2,-27,-61,-3,0,-2,-1,-1.0,-3,15
CSCCNC(=O)c1ccc(OC2CCN(S(=O)(=O)N(C)C)CC2)cc1,-2,-24,-17,-2,-2,-12,-5,0.8,2,18
Cc1cc(C)nc(N2CCC(C(=O)Nc3ccc(Oc4ccccc4)cc3)CC2)n1,1,-13,6,-1,-2,0,-1,0.0,-5,9
CCOC(=O)N1CCC(N2C(=O)c3ccc(C(=O)NCc4ccc(F)cc4)cc3C2=O)CC1,.,-14,.,.,-2,.,-2,.,2,.
Cc1ccccc1CC1SC(N=C(N)N)=NC1=O (stereo not drawn),-3,-20,-4,4,-3,-6,1,2.4,-2,-1
COc1ccccc1CCc1nnc(CCC(=O)NC(C)Cc2cccc(C)n2)o1 (stereo not drawn),-1,-26,1,-2,.,1,-2,0.4,-3,20
COc1cc2cc(C(c3nnnn3C3CCCC3)N(C)C3CCCCC3)c(=O)[nH]c2cc1OC (stereo not drawn),2,-51,21,-2,-1,2,3,-0.1,2,23
CS(=O)(=O)Nc1ccc(C(=O)Nc2ccccc2Cl)cc1,0,-32,-13,0,-5,-10,1,0.3,-3,7
O=C(OC1CCOC1=O)C1CCN(S(=O)(=O)c2ccc(Cl)c(C(F)(F)F)c2)CC1 (stereo not drawn),-3,.,-8,-5,-2,-19,.,0.0,.,14
COc1ccc(C2=CSC(/N=C/c3ccc(F)cc3)=NN2)cc1,0,-21,-29,2,0,9,2,.,2,15
Cc1ccc2oc(C(=O)NCCCN3CCOCC3)c(C)c2c1,-1,-108,-95,7,-1,21,0,2.9,-2,2
O=C(Nc1nnc(COc2ccccc2F)s1)Nc1ccccc1F,-5,-32,-22,-1,-1,-2,6,0.5,-4,23
Cc1cc2nnc(SC3CCOC3=O)n2c2ccccc12 (stereo not drawn),-1,5,-6,-1,-2,-12,-1,0.2,3,10
Clc1ccccc1CSC1=NCCCN1,-1,-4,-3,-5,1,-3,0,0.2,-4,12
COc1cccc2c1c(NC(=O)Nc1ccc(F)cc1F)nn2C,-1,-12,26,-13,-3,-11,6,0.4,0,-1
COc1ccc(Cl)cc1C(=O)Nc1cccnc1Cl,.,-93,-78,8,-1,18,1,-23,0,.
CC(C)NC(=O)c1ccc(Sc2ccccc2)c([N+](=O)[O-])c1,1,-8,30,-5,-2,8,-1,-0.6,-6,-7
